Compound activity as filed in PubChem BioAssay.
TbPYK inhibitor: inhibitors of Trypanosoma brucei pyruvate kinase | TbPYK enzyme, Kinase-Glo Plus ATP luminescence, 45 min | Potency, µM (titrated, usually from 76.8 µM), inactives show at the highest dose activity, negative = inhibition, most hits filed as inhibitors | 0.12% of 410,000 active; further: potency means the concentration at half of the fitted maximal effect; on the % scale 0 is the no-effect control and ±100 the full control effect; nearly all actives have a fitted effect of over 50% in size
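In this concentration-response screen, enzyme-free wells defined baseline while DMSO plates tracked drift. Each reaction combined TbPYK, substrate, compound and 130 uM ADP for 45 min at room temperature. Kinase-Glo Plus luminescence gave the signal.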
CHX counter: affects cycloheximide protein synthesis inhibition readout, counter-screen; max response, %; 12% of 300,000 active; cell reporter, cycloheximide protein synthesis inhibition counterscreen; in the data active means max response mostly above about 13%, no sharp cut-off; inactive means mostly below about 14%; further: read at 38.3 µM for the half of the compounds with a filed dose; 0% is about no effect
LmPK inhibitor: inhibitors of Leishmania mexicana pyruvate kinase. Q27686. purified LmPK, Kinase-Glo ATP luminescence, 1 h. Potency, µM (highest dose often 57.5 µM), without a hit: at the highest dose activity change, negative = inhibition, most hits filed as inhibitors. 0.37% of 290,000 active; further: potency means the concentration at half of the fitted maximal effect; on the % scale 0 is the no-effect control and ±100 the full control effect
Target sequence (Q27686 whole entry, looked up): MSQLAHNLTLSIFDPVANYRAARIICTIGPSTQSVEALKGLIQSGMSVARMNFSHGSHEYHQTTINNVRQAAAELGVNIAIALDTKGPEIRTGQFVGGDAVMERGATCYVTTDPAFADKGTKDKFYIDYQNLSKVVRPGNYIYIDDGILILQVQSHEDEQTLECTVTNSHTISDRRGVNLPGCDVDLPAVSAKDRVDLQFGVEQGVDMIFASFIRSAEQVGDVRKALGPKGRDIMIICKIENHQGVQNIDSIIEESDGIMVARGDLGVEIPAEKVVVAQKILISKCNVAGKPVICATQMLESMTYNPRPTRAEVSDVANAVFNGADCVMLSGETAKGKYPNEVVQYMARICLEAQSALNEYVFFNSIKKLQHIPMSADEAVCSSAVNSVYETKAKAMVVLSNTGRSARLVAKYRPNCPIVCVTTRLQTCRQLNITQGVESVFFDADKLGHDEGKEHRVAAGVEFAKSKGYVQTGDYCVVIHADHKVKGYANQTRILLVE
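Screened at intermediate enzyme activity to detect both inhibitors and activators: LmPK at 0.1 nM, with a 0.5 nM enzyme column as activation reference. PEP 0.5 mM, ADP 0.1 mM; ATP detected by luminescence after 1 h.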
Pf growth 96h: P. falciparum growth inhibition at 96 hour, primary screen for plastid delayed-death inhibitors. P. falciparum luciferase reporter growth, 96 h. Potency, µM (series often up to 28.7 µM), inactives show at the highest dose activity change, negative = inhibition, hits mostly inhibitors. 6.9% of 320,000 active; further: potency means the concentration at half of the fitted maximal effect; on the % scale 0 is the no-effect control and ±100 the full control effect
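Luminescence readout: decreased luciferase signal marks inhibited growth of reporter-expressing P. falciparum in infected red cells (2% hematocrit, 0.05% parasitemia final), exposed to compound two generations (96 h, 37 C, 5% CO2).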
HCV inhibitor: blocks hepatitis C virus; 3.4% of 340,000 active; Potency, µM (highest dose often 41.8 µM), inactives show top-dose activity change, negative = inhibition, usual class: inhibitors; Huh7.5.1 HCVcc-Cre infection, luciferase reporter, 44 h; AID 651820; further: potency means the concentration at half of the fitted maximal effect; on the % scale 0 is the no-effect control and ±100 the full control effect
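Whole-lifecycle infectious HCVcc-Cre system; cells 1,000/well, compound then virus (~0.5 moi) added 4 h after plating, 44 h culture. Luciferase read 15 sec following 15 min substrate incubation, room temp.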
Pf growth 48h: P. falciparum growth inhibition at 48 hours (one generation). P. falciparum luciferase growth in erythrocytes, 48 h. Potency, µM (series often up to 28.7 µM), inactives show top-dose activity change, negative = inhibition, hits mostly inhibitors. 5.9% of 310,000 active. AID 504832; further: potency means the concentration at half of the fitted maximal effect; on the % scale 0 is the no-effect control and ±100 the full control effect
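A one-generation exposure of luciferase-tagged malaria parasites in RPMI 1640/Albumax erythrocyte culture, 37 C and 5% CO2. Inhibition is inferred from decreased luminescence after adding detection reagent.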
Shiga toxin inh: blocks Shiga toxin action in Vero cells; Vero cells, Shiga toxin protein synthesis inhibition reporter; inhibition, % at 38.7 µM; 9.2% of 290,000 active; AID 2315; in the data active means inhibition mostly above about 28%, no sharp cut-off; inactive means mostly below about 43%; further: 0% is about no effect
Active calls of the source: *; ? = inconclusive; nt = no result given; [ ] = another dose, or the depositor's remark. Unless noted, the call rests on the fitted dose curve; in most records, active means well fitted curve in the direction sought with a large enough effect; inconclusive means small, poorly fitted or top-dose-only effect, or another doubt; inactive means no such curve, though single readings can be large; an effect the other way counts as inactive or inconclusive. Compounds were not picked by outcome; 24% or so of the library scored in one or more.

SMILES	TbPYK inhibitor	CHX counter	LmPK inhibitor	Pf growth 96h	HCV inhibitor	Pf growth 48h	Shiga toxin inh
O=C(Nc1nc(-c2ccccn2)cs1)c1ccccc1-n1cnnn1	?	10.4*	-5.1%	1.65µM*	?	?	5.5
CNC(=O)c1ccc(-c2nc(-c3ccccc3)cs2)cc1	-3.9%	32.5*	4.0%	91.0%[activator]	-22.1%	49.6%[activator]	43.1*
COc1ccccc1-n1nnnc1SCc1ccccc1	-17.9%	-1.5	8.6%	?	-9.8%	?	5.0
Cc1ccc(N2Cc3ccccc3OC(C)C2=O)cc1 (configuration not stated)	-8.2%	-4.8	5.2%	9.28µM*	10.4%	nt	-18.3
Oc1ccc(-c2n[nH]c(=S)n2-c2ccc3c(c2)OCCO3)cc1	4.47µM*	36.8*	?	?	24.0%	-13.3%	58.9*
Cc1cc(NC(=O)Nc2ccc(F)c(Cl)c2)no1	9.4%	28.4*	-2.1%	nt	?	?	28.8*
O=C(CC1Nc2ccccc2NC1=O)NC1CCCCC1 (configuration not stated)	5.6%	-0.9	-3.4%	?	6.2%	?	-24.1
O=C(NCCN1CCN(S(=O)(=O)c2ccc([N+](=O)[O-])cc2)CC1)C(=O)Nc1ccccc1	-0.3%	0.1	0.4%	?	2.4%	-12.8%	8.3
Cc1nc(NCCCn2ccnc2)c2oc3ccccc3c2n1	4.0%	16.0*	0.6%	?	?	?	33.3
COc1ccc(NS(=O)(=O)c2ccc(-c3cnc(C4CC4)o3)cc2)cc1OC	-16.6%	-2.9	-7.6%	?	?	-18.0%	19.2
COCCNC(=O)C(C)OC(=O)C1=Cc2ccccc2OC1 (configuration not stated)	-8.7%	15.3*	-4.2%	?	0.8%	15.5%	18.2
c1cnc(SCCCOc2ccc3ccccc3c2)nc1	3.1%	30.8	7.5%	nt	-1.6%	52.6%[activator]	77.1
Cc1ccc(C)c(SCC(=O)NC(=O)NCc2ccccc2)c1	7.8%	-2.2	1.6%	2.8%	19.0%	-6.6%	1.4
COc1ccc(CN2CCC(=O)N([C@H](CO)Cc3ccccc3)CC2)cc1OC	-1.6%	1.4	-6.3%	2.4%	10.0%	?	-0.4
Cc1c(C(=O)NN)nc2ccccn12	-9.9%	7.2	-0.1%	0.0%	-4.4%	19.6%	20.3
Cc1ccc(C2(O)C(=O)c3ccccc3C2=O)c(O)c1C	-1.2%	-2.2	-1.9%	?	-14.9%	?	-11.3
Cc1c(CCC(=O)O)c(=O)oc2cc(O)ccc12	-11.4%	-1.0	5.2%	-2.6%	11.9%	0.0%	-5.9
CCc1c(C)nc(SCC(=O)N2CCCCC2C)[nH]c1=O (configuration not stated)	5.0%	2.6	5.2%	7.38µM*	13.5%	-1.5%	9.8
Cc1ccc(-n2ncc3c2CC(C)(C)CC3NC(=O)c2ccccn2)cc1 (configuration not stated)	-0.8%	21.0*	2.0%	14.7µM*	?	-19.5%	-1.5
CN(Cc1ccccc1)C(=O)c1cc2ccccc2o1	3.4%	11.9	-5.1%	-7.3%	-11.4%	nt	8.4
CC(C)c1ccccc1NC(=S)NCc1ccncc1	-4.0%	-4.9	-6.7%	33.7%[activator]	-5.3%	?	-4.3
O=C(NC1CS(=O)(=O)CC1NCc1ccccc1)c1ccccc1 (configuration not stated)	-19.1%	-2.1	3.6%	?	15.7%	18.3%	19.7
COC(=O)C1=C(c2ccc(F)cc2OCc2ccccc2)C[C@@H]2CC[C@H]1N2C(=O)NCc1ccc2c(c1)OCO2	-1.2%	nt	nt	?	10µM*	2.94µM*	nt
CC(C)[C@H](NS(=O)(=O)c1ccccc1)C(=O)OCC(=O)Nc1ccc2c(c1)OCO2	-2.1%	7.3	-0.6%	10.1%	-5.7%	14.4%	-14.1

7 records drawn at random from those above, as already listed:
SMILES	TbPYK inhibitor	CHX counter	LmPK inhibitor	Pf growth 96h	HCV inhibitor	Pf growth 48h	Shiga toxin inh
Cc1c(C(=O)NN)nc2ccccn12	-9.9%	7.2	-0.1%	0.0%	-4.4%	19.6%	20.3
CC(C)c1ccccc1NC(=S)NCc1ccncc1	-4.0%	-4.9	-6.7%	33.7%[activator]	-5.3%	?	-4.3
Cc1ccc(C)c(SCC(=O)NC(=O)NCc2ccccc2)c1	7.8%	-2.2	1.6%	2.8%	19.0%	-6.6%	1.4
Cc1ccc(-n2ncc3c2CC(C)(C)CC3NC(=O)c2ccccn2)cc1 (configuration not stated)	-0.8%	21.0*	2.0%	14.7µM*	?	-19.5%	-1.5
CCc1c(C)nc(SCC(=O)N2CCCCC2C)[nH]c1=O (configuration not stated)	5.0%	2.6	5.2%	7.38µM*	13.5%	-1.5%	9.8
COC(=O)C1=C(c2ccc(F)cc2OCc2ccccc2)C[C@@H]2CC[C@H]1N2C(=O)NCc1ccc2c(c1)OCO2	-1.2%	nt	nt	?	10µM*	2.94µM*	nt
Cc1c(CCC(=O)O)c(=O)oc2cc(O)ccc12	-11.4%	-1.0	5.2%	-2.6%	11.9%	0.0%	-5.9

Exported with values under each structure: two of the compounds above
Values run as follows: TbPYK inhibitor | CHX counter | LmPK inhibitor | Pf growth 96h | HCV inhibitor | Pf growth 48h | Shiga toxin inh
Cc1ccc(C2(O)C(=O)c3ccccc3C2=O)c(O)c1C
    -1.2% | -2.2 | -1.9% | ? | -14.9% | ? | -11.3
Cc1c(CCC(=O)O)c(=O)oc2cc(O)ccc12
    -11.4% | -1.0 | 5.2% | -2.6% | 11.9% | 0.0% | -5.9

Additional results follow:
SMILES	TbPYK inhibitor	CHX counter	LmPK inhibitor	Pf growth 96h	HCV inhibitor	Pf growth 48h	Shiga toxin inh
CCN(CC)CCN1C(=O)C(O)=C(C(C)=O)C1c1ccccc1[N+](=O)[O-] (configuration not stated)	-18.4%	8.0	-1.3%	?	6.9%	-21.1%	7.6
CCC(=O)N1c2ccc(S(=O)(=O)N3CCN(c4ccc([N+](=O)[O-])cc4)CC3)cc2CC1C (configuration not stated)	3.3%	-1.4	1.1%	30.5%[activator]	?	?	4.6
COc1ccc(C(=O)N2CCC(C(N)=O)CC2)cc1S(=O)(=O)N1CCCC1	5.6%	nt	nt	-0.1%	10.2%	-20.6%	nt
COc1ccc(C2C3=C(CC(C)(C)CC3=O)N(CCN3CCOCC3)C3=C2C(=O)CC(C)(C)C3)cc1	-2.9%	-0.4	5.1%	-25.7%	15.6%	-15.9%	-10.1
CCCCNC(=O)CNC(=O)c1nn(-c2ccc(OC)c(Cl)c2)c(=O)c2ccccc12	-4.5%	-1.7	-1.3%	29.7%	-11.0%	nt	12.8
CC(Oc1ccccc1)C(=O)Nc1cccc(-c2nc3ccccc3[nH]2)c1 (configuration not stated)	-2.3%	3.1	-10.3%	?	-23.5%	?	41.7
O=C(/C=C/c1ccc(Cl)cc1)NC1CC2CCC1C2 (configuration not stated)	0.9%	25.7*	0.7%	2.0%	-29.2%	21.7%	128.8*
Cc1cccc(/C=N\NC(=O)c2ccc(Cl)cc2)c1O	-5.6%	61.8*	1.9%	-20.5%	?	?	82.3*
O=C(O)C(NC(=O)C1CCCN1C(=O)OCc1ccccc1)c1ccccc1 (configuration not stated)	-2.4%	-2.0	-2.7%	-3.2%	9.7%	-0.4%	12.8
Fc1ccc(N=Cc2ccc[nH]2)cc1	0.9%	-3.1	1.7%	24.3%	10.1%	15.9%	-20.9
Cc1cc(=O)n2nc(N3CCC(C(=O)Nc4c(F)c(F)c(F)c(F)c4F)CC3)sc2n1	12.4%	4.1	-0.7%	4.15µM*	-8.4%	-2.4%	-3.7
Cc1ccc(NC(=O)C(OC(=O)c2ccc(F)cc2)c2ccccc2)cc1Cl (configuration not stated)	-4.2%	1.9	0.8%	-103.6%	-40.0%	?	-1.0
Cn1c(=O)c2c(nc(NC3CCCCC3)n2CC(=O)C23CC4CC(CC(C4)C2)C3)n(C)c1=O	-1.3%	11.3	-1.0%	-25.4%	-1.9%	?	27.4
O=C(CN1CCSC1=NCc1ccccc1)c1ccc(Cl)c(Cl)c1	1.1%	-1.9	-3.4%	9.28µM*	?	?	-7.9
FC(F)(F)c1ccccc1-n1c(CN2CCCCC2)n[nH]c1=S	?	1.3	-13.0%	9.6%	7.6%	50.9%[activator]	11.1
COc1ccc(S(=O)(=O)N(CC(=O)NCc2cccnc2)c2ccc(C)cc2)cc1OC	-6.9%	-4.2	0.9%	?	22.5%	-2.9%	-4.0
CCCN1C(=O)N(c2cccc(C)c2)C(C)(O)CC1(C)C (configuration not stated)	1.4%	2.5	6.6%	?	-16.5%	-41.8%	11.2
COc1ccc(C2CC(c3cccc(OC)c3)n3nc(N)nc3N2)cc1 (configuration not stated)	-4.1%	-5.8	1.3%	?	10.3%	?	-11.2
COc1ccccc1N1CCN(C(=O)C2CCN(S(=O)(=O)c3ccc4c(c3)CC(C)N4C(C)=O)CC2)CC1 (configuration not stated)	0.0%	1.7	3.9%	17.1%	-19.5%	11.7µM*	6.4
C#CCn1cc(/C=N/NC(=O)COc2cccc3cccnc23)c2ccccc21	-10.9%	11.8*	-4.9%	11.0%	10.9%	0.1%	25.9*
CCNC(=O)CN(c1ccc(F)cc1)S(=O)(=O)c1ccc2c(c1)OCCO2	4.8%	-3.5	5.0%	-1.0%	14.7%	0.6%	-3.9
COc1ccc(NC(=O)CSc2nc(C)cs2)c(OC)c1	-0.6%	17.9	-0.9%	?	-21.0%	20.2%	51.3
CN(c1cccc(NC(=O)c2ccccc2N(C)S(C)(=O)=O)c1)S(C)(=O)=O	-12.9%	-3.0	4.5%	-18.8%	-0.7%	-3.6%	-8.9
COc1ccc(C(=O)Nc2ccc(C(=O)N3CCCC3)cc2)cc1[N+](=O)[O-]	6.8%	-0.4	-3.8%	63.5%[activator]	1.2%	?	12.4
C/C(=N/NC(=O)CNC(=O)c1cccnc1)c1ccc([N+](=O)[O-])cc1	3.2%	4.6	7.7%	?	6.7%	-3.5%	13.0
COc1ccc(NC(=O)CC(c2ccccc2)c2ccco2)cc1 (configuration not stated)	-10.0%	14.9	2.8%	-14.6%	-4.3%	?	31.2
CCN(CC)C(=O)CC(c1ccccc1)c1ccco1 (configuration not stated)	-1.9%	-2.0	-1.0%	?	-22.3%	?	14.4
COc1ccc(/C=N/NC(=O)c2ccc(Br)cc2)cc1Cn1cc(Cl)cn1	-7.5%	-2.8	0.6%	-17.4%	-9.0%	6.6%	-7.6
Cc1ccc(Cn2c(=O)oc3ccccc32)cc1	5.2%	9.8	-4.6%	?	-8.0%	7.6%	-3.8
COC(=O)C1CCN(Cc2ccc(C)cc2)CC1	-9.0%	0.2	-0.4%	22.4%	?	nt	-7.8
N=C1c2ccccc2CN1NC(=O)c1ccc(Cl)cc1	-3.1%	10.8	-3.8%	?	15.2%	0.1%	-4.5
OCC1(CCc2ccccc2)CCCN(CCCC(F)(F)F)C1 (configuration not stated)	-2.5%	-1.0	8.7%	?	11.8%	5.6%	-3.8
